GALK inh: inhibitors of human galactokinase; P51570; Purified GALK, Kinase-Glo residual ATP luminescence; Potency, µM (highest dose often 57.5 µM), for inactives: at the highest dose activity change, negative = inhibition, actives largely listed as inhibitors; 0.007% of 270,000 active; also: potency is read from the fitted curve at half-maximal effect; % is scaled to controls: 0 for no effect and ±100 for the full control effect
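5 nM enzyme, 35 uM ATP, 100 uM galactose, 20 mM HEPES pH8.0, 5 mM MgCl2; 1 h RT; residual ATP by Kinase-Glo Plus luminescence, qHTS format.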
TSHR antagonist: antagonists of human thyroid stimulating hormone receptor; AID 504810; 0.2% of 330,000 active; activity change, negative = inhibition, % at 11.5 µM; TSHR-expressing cells, TSH-stimulated cAMP HTRF, 2 h; stronger effect = lower value;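 active = activity change below a set negative limit, meaning inhibition stronger than a set level, cut at about -70% in these data; inconclusive = activity change between two set negative limits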; also: % is scaled to controls: 0 for no effect and ±100 for the full control effect
Target sequence (P16473 whole entry, looked up): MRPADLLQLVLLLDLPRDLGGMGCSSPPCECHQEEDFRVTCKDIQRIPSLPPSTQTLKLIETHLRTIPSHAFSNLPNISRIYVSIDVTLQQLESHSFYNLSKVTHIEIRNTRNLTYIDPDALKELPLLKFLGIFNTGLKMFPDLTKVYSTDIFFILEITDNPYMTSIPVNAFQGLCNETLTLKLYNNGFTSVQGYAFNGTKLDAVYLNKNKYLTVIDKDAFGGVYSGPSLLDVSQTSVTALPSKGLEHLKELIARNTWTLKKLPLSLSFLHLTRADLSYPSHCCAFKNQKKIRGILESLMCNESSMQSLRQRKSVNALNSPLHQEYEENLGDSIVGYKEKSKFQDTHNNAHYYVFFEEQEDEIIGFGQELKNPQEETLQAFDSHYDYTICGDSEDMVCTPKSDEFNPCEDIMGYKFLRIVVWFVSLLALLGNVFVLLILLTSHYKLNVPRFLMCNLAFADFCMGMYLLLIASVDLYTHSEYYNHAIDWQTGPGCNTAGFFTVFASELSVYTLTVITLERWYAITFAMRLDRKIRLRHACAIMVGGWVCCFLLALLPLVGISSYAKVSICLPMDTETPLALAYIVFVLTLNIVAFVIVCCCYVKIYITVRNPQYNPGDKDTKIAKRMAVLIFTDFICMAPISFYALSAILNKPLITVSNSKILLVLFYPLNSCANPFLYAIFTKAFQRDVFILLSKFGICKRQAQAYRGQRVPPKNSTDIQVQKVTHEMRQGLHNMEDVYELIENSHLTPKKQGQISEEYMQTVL
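TSHR-expressing cells were treated with compounds, then stimulated with TSH at EC80 (4nM final) for 2 hours at 37 deg C. Cellular cAMP was measured by HTRF competition between lysate cAMP and cAMP-d2 for a cryptate-labelled anti-cAMP antibody.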
Tb PFK inh: T. brucei PFK enzyme inhibition. T. brucei PFK, ADP-Glo luminescence. 0.17% of 330,000 active. O15648. Potency, µM (highest dose often 57.5 µM), for the others: top-dose activity, negative = inhibition, hits mostly inhibitors;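 also: potency is read from the fitted curve at half-maximal effect; 0% = uninhibited 1x PFK enzyme wells and -100% = no-enzyme wells; nearly all actives have a fitted effect of over 60% in size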
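Compounds were pin-transferred as a titration series up to 57 uM into substrate buffer (0.5 mM F6P, 0.1 mM ATP, pH 8.0), then 1.25 nM PFK was added and reactions ran 45 min before ADP-Glo detection.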
KCNH2 WT inh: KCNH2 (human, wildtype) channel inhibition | U2OS, BacMam KCNH2, thallium flux FluxOr; stronger effect = lower value | AID 720551 | activity change, % at 1.84 µM | 0.37% of 340,000 active | Q12809;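 active = maximum activity change below -70%; inconclusive = maximum activity change between -70% and -50%; inactive = maximum activity change above -50%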; also: % is scaled to controls: 0 for no effect and ±100 for the full control effect
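U2OS cells were transduced with wild-type KCNH2 virus (2.03 x 10^8 / mL) for 4 h at room temperature, then cultured overnight at 37 C. Thallium flux was read with FluxOr dye. Rate constants were normalized to DMSO controls.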
CXXC DNA block: inhibitors of human MLL CXXC domain-DNA interaction. Q03164. MLL-CXXC / FITC-HOXA9 DNA fluorescence polarization. Potency, µM (top dose mostly 115 µM), for inactives: at the highest dose activity change, negative = inhibition, most hits filed as inhibitors. 0.037% of 290,000 active. AID 2662; active = well fitted inhibition curve with a large enough effect in the polarisation, with a control signal flat, not every such curve was filed as active; inconclusive = small, poorly fitted or top-dose-only effect, or effect the other way, or a change in a side signal; inactive = no such curve, though single readings can be large or run the other way; the % refers to the polarisation; also: potency is read from the fitted curve at half-maximal effect
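Steps: dispense CXXC domain solution (7 uM) → pin compounds or unlabeled HOX-A9 DNA control → 5 min ambient → add FLSN-HOX-A9 solution (50 nM) → spin → 30 min ambient → fluorescence polarization. Tris pH 7.5/NaCl/DTT/BSA buffer.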
BCR signal inh: inhibitors of chronic active B-cell receptor signaling; ABC-DLBCL IkBa-CBG/CBR reporter, luminescence ratio, 4 h; Potency, µM (top dose mostly 46.1 µM), for the others: top-dose ratio change, negative = lower green/red ratio, usual class: inhibitors; 0.05% of 340,000 active; AID 493014; active = well fitted inhibition curve with a large enough effect in the signal ratio, with a control signal flat, not every such curve was filed as active; inconclusive = small, poorly fitted or top-dose-only effect, or effect the other way, or a change in a side signal; the % refers to the signal ratio;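 also: potency is read from the fitted curve at half-maximal effect; plate controls were basal doxycycline-induced cells for no effect and cells given 10 µM MG132 for full effect; MG132 reads +100%, hits lower the ratio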
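Concentration-response series (up to 46 uM) were applied to TMD8 dual-reporter cells for 4 h at 37C with doxycycline. Green/red ratio, after filter-overlap correction, defined %Activity; red signal alone was normalised to basal cells and zero luminescence.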
Coupling enz: coupling enzyme interference in Giardia aldolase counter-screen; coupling enzyme system counterscreen, AmpLite Red fluorescence; AID 2472; activity change, negative = inhibition, % at 58.2 µM, hits read low; 0.67% of 290,000 active; in the data active = activity change below about -30%; also: % is scaled to controls: 0 for no effect and ±100 for the full control effect
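Coupling enzymes only (glyceraldehyde-3-phosphate) + compound, at 57.5 uM final, 10 min RT; add substrate/coupling/AmpLite Red mix, 20 min RT; fluorescence ex 525/em 598 nm. Actives flag coupling-system interference.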
Giardia kill: kills Giardia lamblia; Giardia lamblia trophozoite viability; AID 540267; activity change, % at 7.66 µM, hits read low; 0.15% of 340,000 active; in the data active = activity change below about -80%; inconclusive = between about -30% and that limit;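 also: parasites exposed to compound for two days anaerobically before the ATP read; % is scaled to controls: 0 for no effect and ±100 for the full control effect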
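Anaerobic 48 hrs incubation at 37 deg C of 100 trophozoites/well with test compounds; ATPLite 1-Step luminescence, 15-30 min RT, reports cellular ATP as viability.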
A-T KAP1 phos: potential ataxia-telangiectasia treatment; 0.19% of 320,000 active; […] A-T fibroblasts, KAP-1 phosphorylation AlphaLISA; neocarzinostatin DNA damage 30 min before lysis; Potency, µM (series often up to 57.5 µM), inactives show top-dose activation, usual class: activators; also: potency is read from the fitted curve at half-maximal effect; % of control where 0% means no effect; nearly all actives have a fitted effect of over 45% in size
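ATM-like activity read as KAP-1 phosphorylation via AlphaLISA donor/acceptor antibody pairs after lysis and 6 hr at 25C. Cells were ATM-null patient fibroblasts ([…], hTERT), dosed 60 min, then exposed to the DSB inducer NCS for 30 min.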
TCR activator: activators of T cell receptors | primary human leukocytes, anti-CD3, IL-2 HTRF, 48 h | Potency, µM (titrated, usually from 9.22 µM), for the others: at the highest dose activation of IL-2 secretion, most hits filed as activators | AID 504894 | 330,000 tested, under 10 active; also: % of control where 0% means no effect
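Human primary leukocytes + a-CD3 beads + cpd, 48 hr; IL-2 in supernatant by HTRF (ex 320nm / em 665nm). No co-stimulatory signal supplied.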
Active calls of the source: *; [ ] = remark or other dose. Unless noted, calls follow the shape of the dose curve; as a rule, active = well fitted curve in the direction sought with a large enough effect; inconclusive = small, poorly fitted or top-dose-only effect, or another doubt; inactive = no such curve, though single readings can be large; an effect the other way counts as inactive or inconclusive.

For COc1ccc(-c2nc(CS(=O)CC(=O)NCCCN3CCCC3)c(C)o2)cc1OC (configuration not stated) the results were GALK inh 0%, TSHR antagonist -39, Tb PFK inh 1%, KCNH2 WT inh -4, CXXC DNA block -2%, BCR signal inh -7%, Coupling enz -2, Giardia kill -2, A-T KAP1 phos -1% and TCR activator -5%.
`CC1=C(C(=O)NCc2ccccc2)C(c2ccc(C)o2)n2ncnc2N1` (configuration not stated) gave GALK inh -3%, TSHR antagonist 10, Tb PFK inh -1%, KCNH2 WT inh 1, CXXC DNA block 5%, BCR signal inh inconclusive, Coupling enz 2, Giardia kill -3, A-T KAP1 phos 0% and TCR activator -1%.
CCOc1ccc(CN2C(=O)c3ccccc3Sc3ccc(C(=O)NCCCN4CCOCC4)cc32)cc1 was read as GALK inh 0%, TSHR antagonist 6, Tb PFK inh -12%, KCNH2 WT inh -26, CXXC DNA block 5%, BCR signal inh -7%, Giardia kill -6, A-T KAP1 phos 8% and TCR activator 3%.
`Cc1ccc(CNc2ccc(S(=O)(=O)N3CCOCC3)cc2[N+](=O)[O-])cc1` gave GALK inh -3%, TSHR antagonist -5, Tb PFK inh 0%, KCNH2 WT inh 0, CXXC DNA block 12%, BCR signal inh 6%, Coupling enz -1, Giardia kill -4, A-T KAP1 phos 2% and TCR activator 10%[46.1 µM].
`Cc1ccc(S(=O)(=O)N2CCC(C(=O)NC3CC3)CC2)cc1` gave GALK inh -3%, TSHR antagonist -5, Tb PFK inh 3%, KCNH2 WT inh 4, CXXC DNA block 1%, BCR signal inh 6%, Coupling enz 0, Giardia kill 0, A-T KAP1 phos 5% and TCR activator -4%.
COc1cc2c(cc1NC(=O)Nc1cccc(C)c1)oc1ccccc12 was read as GALK inh -1%, TSHR antagonist -10, Tb PFK inh 5%, KCNH2 WT inh -6, CXXC DNA block 21%, BCR signal inh 4%, Coupling enz 0, Giardia kill -14, A-T KAP1 phos -1% and TCR activator 3%.
`O=C(COC(=O)CCCN1C(=O)c2ccccc2C1=O)Nc1cc(Cl)cc(Cl)c1` gave TSHR antagonist -8, Tb PFK inh -1%, KCNH2 WT inh 11, CXXC DNA block 8%, BCR signal inh 15%, Coupling enz -1, Giardia kill -9, A-T KAP1 phos -8% and TCR activator 0%.
`Cn1c(=O)c2c(nc(CN3CCN(CCO)CC3)n2Cc2cccc3ccccc23)n(C)c1=O` gave GALK inh -3%, TSHR antagonist 1, Tb PFK inh 1%, KCNH2 WT inh 1, CXXC DNA block -5%, BCR signal inh inconclusive, Coupling enz 3, Giardia kill 3, A-T KAP1 phos 4% and TCR activator 2%.
Clc1ccccc1Cn1nnc2c(NCCN3CCOCC3)ncnc21 was read as GALK inh 2%, TSHR antagonist 9, Tb PFK inh -1%, KCNH2 WT inh -16, CXXC DNA block -9%, BCR signal inh -1%, Coupling enz 4, Giardia kill 9 and A-T KAP1 phos 1%.
For CC(NS(=O)(=O)c1ccc(Br)cc1)C(=O)NCC1CCCO1 (configuration not stated) the results were GALK inh 0%, TSHR antagonist 0, Tb PFK inh -2%, KCNH2 WT inh 2, CXXC DNA block -1%, BCR signal inh 10%, Coupling enz 1, Giardia kill 5, A-T KAP1 phos -3% and TCR activator 3%.
Screening NC1=NC[C@H](c2ccccc2)N1CCc1cccc(F)c1 returned GALK inh -2%, TSHR antagonist -2, Tb PFK inh 4%, KCNH2 WT inh -5, CXXC DNA block -6%, BCR signal inh inconclusive, Coupling enz 0, Giardia kill 6, A-T KAP1 phos -14% and TCR activator 9%.
For CN1CCN(C(=S)NC(=O)/C=C/c2cccc3ccccc23)CC1 the results were GALK inh 2%, TSHR antagonist -5, Tb PFK inh 5%, KCNH2 WT inh 16, CXXC DNA block -6%, BCR signal inh -6%, Coupling enz -1, Giardia kill 11, A-T KAP1 phos -2% and TCR activator 1%.
`CC(NC(=O)c1ccc(CS(=O)(=O)Cc2ccccc2F)o1)c1ccc2c(c1)OCCO2` (configuration not stated) gave GALK inh -2%, TSHR antagonist -9, Tb PFK inh -3%, KCNH2 WT inh -12, CXXC DNA block 4%, BCR signal inh -10%, Coupling enz 10, Giardia kill 4, A-T KAP1 phos -2% and TCR activator 0%.
Cc1ccc(S(=O)(=O)/C=C2\NC(=O)CS2)cc1 was read as GALK inh -1%, TSHR antagonist -4, Tb PFK inh -4%, KCNH2 WT inh 5, CXXC DNA block -1%, BCR signal inh 20%, Coupling enz 8, Giardia kill 2, A-T KAP1 phos -5% and TCR activator -1%.
For CCC(C(=O)Nc1ncn[nH]1)(C(F)(F)F)C(F)(F)F the results were GALK inh 0%, TSHR antagonist 0, Tb PFK inh -10%, KCNH2 WT inh -9, CXXC DNA block -3%, BCR signal inh 8%, Coupling enz 1, Giardia kill -6, A-T KAP1 phos 5% and TCR activator -8%.
Screening N#Cc1ccc(S(=O)(=O)N2CCN(C(=O)C3CC(=O)N(c4ccc5c(c4)OCCO5)C3)CC2)cc1 (configuration not stated) returned TSHR antagonist 11, Tb PFK inh 0%, KCNH2 WT inh 11, BCR signal inh 4%, Giardia kill 4, A-T KAP1 phos 0% and TCR activator -3%.
`COC(=O)c1cccc(CSc2nnc(-c3ccco3)n2-c2ccccc2)c1` gave GALK inh -2%, TSHR antagonist -8, Tb PFK inh 2%, KCNH2 WT inh -6, CXXC DNA block 1%, BCR signal inh 10%, Coupling enz 4, Giardia kill 6, A-T KAP1 phos 0% and TCR activator -2%.
N#Cc1ccccc1COC(=O)c1cc(=O)c2ccccc2o1 was read as GALK inh 14%, TSHR antagonist 1, Tb PFK inh 1%, KCNH2 WT inh 2, CXXC DNA block 30%[activator], BCR signal inh 1%, Coupling enz 1, Giardia kill 1, A-T KAP1 phos 2% and TCR activator -7%.
For Cc1ccc(C)c(S(=O)(=O)N2CCN(Cc3cc4c(cc3O)OCO4)CC2)c1 the results were TSHR antagonist -19, Tb PFK inh -2%, KCNH2 WT inh 15, BCR signal inh -5%, Giardia kill 0, A-T KAP1 phos 1% and TCR activator -1%.
N#Cc1ccc(/C=N/N=C(N)N)cc1 was read as GALK inh -2%, TSHR antagonist 2, Tb PFK inh 1%, KCNH2 WT inh 6, CXXC DNA block 4%, BCR signal inh inconclusive, Coupling enz 1, Giardia kill -3, A-T KAP1 phos -4% and TCR activator -3%.
For CC(=O)c1c(N2CCOCC2)nc(=O)n(-c2ccccc2)c1C the results were GALK inh 2%, TSHR antagonist -1, Tb PFK inh -5%, KCNH2 WT inh 12, CXXC DNA block 20%, BCR signal inh 10%, Coupling enz 0 and Giardia kill -4.
CC(C)[C@H](NC(=O)c1ccc(F)cc1)C(=O)OCC(=O)NC(=O)c1cccn1C was read as GALK inh -1%, TSHR antagonist -3, Tb PFK inh 0%, KCNH2 WT inh 11, CXXC DNA block 2%, BCR signal inh -12%, Coupling enz 1, Giardia kill -11, A-T KAP1 phos 4% and TCR activator 9%[46.1 µM].
For CSCCC(NC(N)=O)C(=O)NCc1ccccc1Cl (configuration not stated) the results were GALK inh -1%, TSHR antagonist -5, Tb PFK inh 0%, KCNH2 WT inh 11, CXXC DNA block -1%, BCR signal inh inconclusive, Coupling enz 4, Giardia kill 2, A-T KAP1 phos 2% and TCR activator 9%.
Screening O=C(NCCN1CCOCC1)/C(=C/c1ccc(Cl)cc1)NC(=O)c1ccccc1 returned GALK inh 0%, TSHR antagonist -8, Tb PFK inh 0%, KCNH2 WT inh -22, CXXC DNA block 5%, BCR signal inh -2%, Coupling enz 0, Giardia kill inconclusive, A-T KAP1 phos 5% and TCR activator 5%.
CCCCCCCCS(=O)c1sc2nc(C)cc(C)c2c1N (configuration not stated) was read as GALK inh -2%, TSHR antagonist -18, Tb PFK inh 0%, KCNH2 WT inh 4, CXXC DNA block -2%, BCR signal inh 4%, Coupling enz 4, Giardia kill 2, A-T KAP1 phos -3% and TCR activator -3%.
`CCn1c(CC(=O)Nc2ccc(F)cc2)nnc1SCC(=O)Nc1nncs1` gave GALK inh 0%, TSHR antagonist 9, Tb PFK inh 11%, KCNH2 WT inh -2, CXXC DNA block 24%, BCR signal inh 0%, Coupling enz 1, Giardia kill -2, A-T KAP1 phos 1% and TCR activator 3%.
Cc1nc2ncnn2c(C)c1CCC(=O)N1CCN(c2ccccn2)CC1 was read as GALK inh -1%, TSHR antagonist 12, Tb PFK inh -8%, KCNH2 WT inh 2, CXXC DNA block 0%, BCR signal inh -2%, Coupling enz -3, Giardia kill -26, A-T KAP1 phos 8% and TCR activator -16%.
Screening CCOCCCNC(=O)CSc1ccccc1 returned GALK inh 0%, TSHR antagonist -2, Tb PFK inh -6%, KCNH2 WT inh 0, CXXC DNA block 8%, BCR signal inh 7%, Coupling enz 0, Giardia kill 4 and A-T KAP1 phos 8%.

High-throughput results: PubChem, National Center for Advancing Translational Sciences (NCATS)
